TDP-43 yeast inh: inhibitors of TDP-43 toxicity in yeast; TDP-43 expressing yeast growth rescue, BacTiter-Glo, 24 h; Potency, µM (top dose mostly 46.1 µM), for the others: at the highest dose growth rescue (activation), usual class: activators; 410,000 tested, 1.8% active; AID 652104; also: potency is read from the fitted curve at half-maximal effect; % of control where 0% means no effect; nearly all actives have a fitted effect of over 50% in size
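In this qHTS, compounds that restore growth of yeast expressing TDP-43 appear as activators. Cells (OD600=0.02, galactose medium, raffinose-pregrown) are incubated with compound 24 hr at 30 deg C and growth is quantified by BacTiter-Glo.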
FUS yeast rescue: FUS proteinopathy suppression in yeast; S. cerevisiae FUS-expressing, growth rescue, OD600, 24 h; Potency, µM (top dose mostly 76.6 µM), for inactives: top-dose growth rescue (activation), usual class: activators; 390,000 tested, 0.24% active; AID 1347120;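 also: potency is read from the fitted curve at half-maximal effect; plate controls were DMSO vehicle for no effect and reference control for full effect; nearly all actives have a fitted effect of over 55% in size; some results filed as inactive show a strong effect at the top dose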
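Steps: raffinose overnight preculture; dilution to OD 0.005 in 2% galactose minimal medium; compound addition (concentration series); 24hr at 30C, 99% humidity; absorbance read at 600 nm.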
aSyn yeast inh: alpha-synuclein toxicity inhibition in yeast; Yeast expressing alpha-synuclein, growth rescue, BacTiter-Glo, 24 h; Potency, µM (top dose mostly 46.1 µM), without a hit: top-dose growth rescue (activation), actives largely listed as activators; 370,000 tested, 0.14% active; AID 652106; also: potency is read from the fitted curve at half-maximal effect; % of control where 0% means no effect; nearly all actives have a fitted effect of over 65% in size
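Galactose-induced alpha-syn yeast (OD600=0.02, raffinose-pregrown) + pinned cpd, 24 hr, 30 deg C; growth by BacTiter-Glo luminescence. Growth restoration scores as activation.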
Abeta yeast res: A-beta toxicity reversal in yeast | yeast expressing A-beta42, growth rescue, OD600, 48 h; response scale: 0% DMSO, 100% iron-clioquinol control | Potency, µM (top dose mostly 46.1 µM), without a hit: at the highest dose growth rescue, most hits filed as activators | 410,000 tested, 0.063% active; also: potency is read from the fitted curve at half-maximal effect; nearly all actives have a fitted effect of over 55% in size
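Yeast A-beta toxicity model in growth medium with pinned compounds, 48 h at 30 C; growth read as absorbance at 600 nm. Normalized to FeCl3/clioquinol equimolar mix (positive) and DMSO (negative).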
DRD3 agonist: agonists of human D3 dopamine receptor | 410,000 tested, 0.58% active | P35462 | AID 652048 | D3R DiscoveRx beta-arrestin cells, luminescence, 90 min | max activation, %; in the data active = max activation above about 30%; also: 0% is about no effect; mostly tested at two doses, the higher about 12 µM
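Agonist-mode cell screen: cells plated at 1500/well and incubated overnight at 37 °C, then exposed to library compounds for 90 min at 37 °C. Detection reagent was added for 30–60 min at room temperature, and luminescence was read.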
EPAC2 agonist: EPAC2 (human) agonism. Q8WZA2. EPAC2 activation, biochemical qHTS; response scale: 100% = 6.5 mM cAMP response. Potency, µM (doses to about 154 µM), inactives show top-dose activation, hits mostly activators. 360,000 tested, 0.079% active. AID 720711; also: potency is read from the fitted curve at half-maximal effect; nearly all actives have a fitted effect of over 50% in size
Target sequence (Q8WZA2 whole entry, looked up): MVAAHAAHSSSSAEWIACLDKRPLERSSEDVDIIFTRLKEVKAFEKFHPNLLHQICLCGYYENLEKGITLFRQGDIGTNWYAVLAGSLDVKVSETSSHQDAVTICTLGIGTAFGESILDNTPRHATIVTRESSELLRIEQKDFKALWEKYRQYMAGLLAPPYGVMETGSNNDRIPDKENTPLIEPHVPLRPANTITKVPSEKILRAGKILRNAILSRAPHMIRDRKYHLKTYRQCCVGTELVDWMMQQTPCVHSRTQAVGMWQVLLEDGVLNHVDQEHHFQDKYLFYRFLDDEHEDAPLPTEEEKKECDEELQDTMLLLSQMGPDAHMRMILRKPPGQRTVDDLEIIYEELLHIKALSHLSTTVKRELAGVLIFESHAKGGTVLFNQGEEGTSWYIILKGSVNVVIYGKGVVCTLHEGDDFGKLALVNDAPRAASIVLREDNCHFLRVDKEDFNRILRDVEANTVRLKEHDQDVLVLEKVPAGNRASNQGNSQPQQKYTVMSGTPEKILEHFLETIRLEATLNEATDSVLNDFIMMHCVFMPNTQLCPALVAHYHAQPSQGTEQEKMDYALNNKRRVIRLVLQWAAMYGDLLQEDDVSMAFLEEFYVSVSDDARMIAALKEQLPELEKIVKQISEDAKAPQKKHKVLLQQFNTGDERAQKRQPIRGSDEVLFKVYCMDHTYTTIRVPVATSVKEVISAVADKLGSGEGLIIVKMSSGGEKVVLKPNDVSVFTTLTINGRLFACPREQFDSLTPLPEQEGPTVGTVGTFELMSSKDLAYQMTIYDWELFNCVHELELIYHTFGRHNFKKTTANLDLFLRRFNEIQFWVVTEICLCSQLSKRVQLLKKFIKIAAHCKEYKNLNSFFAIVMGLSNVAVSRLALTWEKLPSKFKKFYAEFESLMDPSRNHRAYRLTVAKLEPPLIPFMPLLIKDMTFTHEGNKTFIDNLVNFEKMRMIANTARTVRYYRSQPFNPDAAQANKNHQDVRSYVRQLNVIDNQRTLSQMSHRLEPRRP
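qHTS, titration series. 100 nM EPAC2 / 250 nM Rap1B-BODIPY-GDP / 50 uM GDP; RT; ex 480/em 540 nm, 5-min reads to 30 min. Norm. to 6.5 mM cAMP = activation.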
EPAC2 antag: blocks human EPAC2 exchange factor; Q8WZA2; EPAC2 GEF exchange of Rap1B-BODIPY-GDP, fluorescence; Potency, µM (doses to about 114 µM), without a hit: at the top dose activity, negative = inhibition, actives largely listed as inhibitors; 360,000 tested, 0.18% active; also: potency is read from the fitted curve at half-maximal effect; % is scaled to controls: 0 for no effect and ±100 for the full control effect; nearly all actives have a fitted effect of over 45% in size; many of its hits are not listed in these tables
D3 antag: blocks the human D3 dopamine receptor; 360,000 tested, 2.5% active; AID 652054; max response, negative = inhibition, %; P35462; D3R cells, DiscoveRx beta-arrestin luminescence, antagonist mode; active compounds read low; in the data active = max response below about -50%; inconclusive = no clear call, values can overlap the other calls; also: % is scaled to controls: 0 for no effect and ±100 for the full control effect; mostly tested at two doses, the higher about 12 µM
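Cells plated overnight at 1500 cells/well, then exposed to library compounds with dopamine controls for 90 minutes at 37 degrees C. DiscoveRx reagent added for 30–60 minutes at room temperature; luminescence read, quantitative HTS format.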
Starred values were filed as active, the others as inactive; ? = inconclusive; . = not tested or not shown; [ ] = remark or other dose. Unless noted, calls follow the shape of the dose curve; as a rule, active = well fitted curve in the direction sought with a large enough effect; inconclusive = small, poorly fitted or top-dose-only effect, or another doubt; inactive = no such curve, though single readings can be large; an effect the other way counts as inactive or inconclusive. This is a subset; the hit share may differ from the screen's.

canonical_smiles | TDP-43 yeast inh | FUS yeast rescue | aSyn yeast inh | Abeta yeast res | DRD3 agonist | EPAC2 agonist | EPAC2 antag | D3 antag
COc1ccc(N2CCN(C(=O)Cc3coc4ccc(C)cc34)CC2)cc1 | 15% | ? | . | -18% | -10 | . | . | .
COc1cccc(CNC(=O)c2ccc(CSc3nc4ccncc4n3Cc3cccc(C)c3)cc2)c1 | 24% | ? | . | -8% | -14 | . | . | .
CCSc1nnc(NC(=O)c2cccc3ccccc23)s1 | 20% | -3% | 1% | 2% | 2 | 8% | -16% | 16
Cn1ccnc1-c1ccc(-c2nccn2C)cc1 | -2% | -11% | 4% | 2% | 9 | 0% | 0% | 11
CCC/C(=N\NC(=O)Cc1csc(N2CCOCC2)n1)c1ccccc1 | 10% | -19% | 6% | 0% | 14 | 1% | 4% | 21
Cc1ccc(S(=O)(=O)N2CCOCC2)cc1NC(=O)COC(=O)c1ccc(Br)cc1 | 12% | . | 1% | -2% | -6 | 4% | -3% | 9
CCCCCN1C(C(=O)c2ccccc2)=C(NC(=O)c2ccccc2Cl)c2ccccc2S1(=O)=O | 21% | 5% | . | -12% | -23 | . | . | .
COCc1c(C(=O)N2CCN(Cc3nc4ccccc4s3)CC2)oc2ccccc12 | 20% | . | 2% | 19% | 7 | 11% | -15% | 25
COC(=O)c1c(NC(=O)CSc2nnc(-c3ccco3)n2Cc2ccccc2)sc(C)c1C | 25% | ? | 9% | 11% | -1 | -1% | -1% | 19
COc1ccc(-c2[nH]ncc2CN(CCO)CC23CC4CC(CC(C4)C2)C3)c(OC)c1 | . | 23% | -3% | 0% | -6 | 1% | -5% | -22
CCN(C[C@H]1N[C@@](Cc2ccccc2)(C(=O)OC)[C@H]2C(=O)N(C)C(=O)[C@@H]12)S(=O)(=O)c1ccc(OC(F)(F)F)cc1 | 19% | ? | 6% | 7% | 1 | -11% | -5% | 90
Fc1ccc(CNCc2ccc(Br)cc2)cc1 | 14% | . | 0% | 6% | -21 | 1% | 1% | ?
Cc1ccc(Cn2c(-n3nc(C)cc3C)nc3c2c(=O)[nH]c(=O)n3C)cc1 | -15% | 9% | 0% | 8% | 3 | -2% | 19% | -9
CCOc1ccccc1NS(=O)(=O)c1cn(C)c(=O)n(C)c1=O | 5% | -12% | 3% | -4% | 0 | 3% | 7% | -1
CCN1CCN(Cc2c(O)ccc3c2O/C(=C\C=C\c2ccccc2OC)C3=O)CC1 | -9% | 11% | -5% | -2% | -10 | ? | 89%[activator] | ?
CN(CC(=O)NCCc1ccc(F)cc1)Cc1ccc(Br)cc1 | 1% | 5% | 5% | 1% | -8 | 2% | -24% | 5
Cc1ccc(-c2noc(-c3ccno3)n2)cc1 | -10% | -1% | -7% | -3% | 24 | -2% | 6% | 9
CCc1nc(NCc2ccco2)c2oc3ccccc3c2n1 | 3% | 2% | 1% | -2% | 0 | 5% | -3% | 31
O=C(N/N=C/c1cc([N+](=O)[O-])ccc1O)C1CCCCC1 | 10% | -8% | 4µM* | -46%[inhibitor] | -11 | 4% | 13% | -88*
COc1cccc(NC(=O)N2CCCc3ccccc32)c1 | ? | -3% | 11% | 9% | -7 | 2% | -5% | 2
CCc1ccc(NC(=O)c2ccc3c(c2)N(Cc2ccc(C)cc2)CCS3)cc1 | 17% | 19% | . | -2% | -8 | . | . | .
COc1ccc2c(c1)C(=O)c1ccccc1CO2 | ? | -3% | -3% | -3% | 5 | 4% | 3% | 18
Cc1ccccc1NC(=O)CSc1nc2ccccc2c2nc(CCn3c(C)nc4ccccc43)nn12 | 0% | -3% | . | 7% | 6 | . | . | .
COCCNC(=O)C1(C)CCN(C(=O)C2(c3ccc(Cl)cc3)CCCC2)C1 (stereo unspecified) | 5% | -1% | 0% | -7% | -8 | -2% | -8% | 5
Cc1ccc(SCc2ccc(C(=O)Nc3nccs3)o2)cc1 | 13µM* | 17% | 4% | ? | -2 | 23% | -7% | 0

Ordered by formula weight (largest number first): some entries from above
canonical_smiles | TDP-43 yeast inh | FUS yeast rescue | aSyn yeast inh | Abeta yeast res | DRD3 agonist | EPAC2 agonist | EPAC2 antag | D3 antag
CCN(C[C@H]1N[C@@](Cc2ccccc2)(C(=O)OC)[C@H]2C(=O)N(C)C(=O)[C@@H]12)S(=O)(=O)c1ccc(OC(F)(F)F)cc1 | 19% | ? | 6% | 7% | 1 | -11% | -5% | 90
CCCCCN1C(C(=O)c2ccccc2)=C(NC(=O)c2ccccc2Cl)c2ccccc2S1(=O)=O | 21% | 5% | . | -12% | -23 | . | . | .
Cc1ccc(S(=O)(=O)N2CCOCC2)cc1NC(=O)COC(=O)c1ccc(Br)cc1 | 12% | . | 1% | -2% | -6 | 4% | -3% | 9
CCN1CCN(Cc2c(O)ccc3c2O/C(=C\C=C\c2ccccc2OC)C3=O)CC1 | -9% | 11% | -5% | -2% | -10 | ? | 89%[activator] | ?
CCc1ccc(NC(=O)c2ccc3c(c2)N(Cc2ccc(C)cc2)CCS3)cc1 | 17% | 19% | . | -2% | -8 | . | . | .
CN(CC(=O)NCCc1ccc(F)cc1)Cc1ccc(Br)cc1 | 1% | 5% | 5% | 1% | -8 | 2% | -24% | 5
COc1ccc(N2CCN(C(=O)Cc3coc4ccc(C)cc34)CC2)cc1 | 15% | ? | . | -18% | -10 | . | . | .
CCOc1ccccc1NS(=O)(=O)c1cn(C)c(=O)n(C)c1=O | 5% | -12% | 3% | -4% | 0 | 3% | 7% | -1
Cc1ccc(SCc2ccc(C(=O)Nc3nccs3)o2)cc1 | 13µM* | 17% | 4% | ? | -2 | 23% | -7% | 0
CCSc1nnc(NC(=O)c2cccc3ccccc23)s1 | 20% | -3% | 1% | 2% | 2 | 8% | -16% | 16
Fc1ccc(CNCc2ccc(Br)cc2)cc1 | 14% | . | 0% | 6% | -21 | 1% | 1% | ?

The listing continues.
structure | TDP-43 yeast inh | FUS yeast rescue | aSyn yeast inh | Abeta yeast res | DRD3 agonist | EPAC2 agonist | EPAC2 antag | D3 antag
Cc1nn(CC(=O)N(C)C2CCS(=O)(=O)C2)c(C)c1S(=O)(=O)N(C)C (stereo unspecified) | 9% | -17% | 2% | -9% | 8 | 3% | 6% | 7
Cn1c2ccccc2c(=O)c2ccc(-c3ccc4c(c3)OCO4)cc21 | 13% | -5% | -1% | 8% | -21 | 13% | 4% | 26
CNC(=O)c1c(NC(=O)c2cc(=O)c3ccccc3o2)sc2c1CCC2 | 5% | -13% | -7% | -10% | 3 | . | . | .
COc1cc(Nc2c3ccccc3nc3ccccc23)cc(OC)c1OC | -7% | 16% | -1% | 0% | -13 | 8% | -9% | -15
O=C(NCCCl)Nc1ccccc1OCCOc1ccccc1NC(=O)NCCCl | -18% | 29% | 0% | -16% | -28 | 9% | 0% | -11
CCOC(=O)c1c(CSc2ccccc2)oc2ccc(O)cc12 | 20µM* | 7% | 4% | -72%[inhibitor] | 0 | 7% | ? | 8
Cc1cccc(C)c1NC(=O)CCS(=O)(=O)c1ccc2c(c1)n(C)c(=O)c(=O)n2C | 4% | 20% | . | -15% | 2 | . | . | .
COCCOC(=O)c1c(C)oc2cc(Br)c(OCC(N)=O)cc12 | 4% | 16% | -4% | -2% | -5 | 4% | -5% | -12
Cc1cccc(N2CCN(C(=O)C3CCN(Cc4nc(-c5ccc(Cl)cc5)oc4C)CC3)CC2)c1C | 4% | 31% | . | 9% | -9 | . | . | .
O=C(CN1C(=O)NC2(CCCC2)C1=O)OCc1c(F)cccc1Cl | -1% | -2% | 1% | 2% | -2 | -3% | 1% | 4
O=C(c1ccccc1Sc1ccccc1[N+](=O)[O-])N1CCCCC1 | 16%[9.22 µM] | 11% | -1% | -7% | -6 | -3% | -18% | -27
CCOC(=O)C1CCN(C(=O)CN2C(=O)NC(C)(c3ccc4cc(OC)ccc4c3)C2=O)CC1 (stereo unspecified) | -9% | 16% | 12% | -9% | -9 | 0% | 1% | -18
CC1(C)C[C@H]2C3=CCC4[C@@]5(C)CC[C@H](O)[C@@](C)(CO)C5CC[C@@]4(C)[C@]3(C)C[C@@H](O)[C@@]2(CO)[C@@H](O)[C@@H]1O (stereo partly specified) | 17% | -19% | -2% | -6% | -5 | -3% | 17% | 4
O=C(Nc1ccc(CN2CCOCC2)cc1)c1ccc(-c2ccc(Cl)cc2Cl)o1 | -5% | 7% | -4% | -14% | -1 | -5% | -11% | 9
O=C(CCc1ccccc1)NNC(=O)C12CC3CC(CC(C3)C1)C2 | -31%[inhibitor] | 13% | 5% | -5% | -8 | 10% | -3% | -21
Cc1cc(OCC(=O)N2CCN(c3ccccn3)CC2)c(C)cc1Br | 28% | 3% | 1% | 9% | 1 | 6% | -1% | 4
CCN(CC)CCN(C(=O)c1ccc(C(=O)c2ccccc2)cc1)c1nc2c(OC)cccc2s1 | -6% | -4% | 9% | 2% | -14 | 8% | -17% | -9
C[C@H](N)C(=O)OCc1ccc([N+](=O)[O-])cc1 | 6% | -5% | -1% | -2% | 1 | 4% | -1% | 0
Cc1ccccc1C(=O)NNC1CC(=O)N(c2ccc3c(c2)OCCO3)C1=O (stereo unspecified) | 12% | . | -3% | 6% | 8 | 3% | 6% | -24
Cc1nc(N)ncc1Sc1ccccc1 | ? | -35% | 14% | 6% | 6 | 5% | 11% | 2
COc1ccc(-c2nnn(CC(=O)Nc3ccc4c(c3)OCCO4)n2)cc1OC | 1% | 0% | -7% | 2% | -1 | 3% | -1% | -15
O=C(OCn1nnc2ccccc2c1=O)c1ccc2ccccc2n1 | 19% | -4% | 3% | 18% | 1 | -5% | 11% | 24

Screening data from PubChem BioAssay.
